Source: PubChem
mcGAS RapidFire: inhibitors of Mus musculus cyclic GMP-AMP synthase, initial high-throughput assay, cell-free, RapidFire MS; inhibition, % at 12.5 µM; actives 0.18% (n = 130,000); Q8C6L5; recombinant mouse cGAS, cGAMP by RapidFire MS;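 active means inhibition of cGAS enzyme activity at or above 60%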;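 further: enzyme stimulated by 45 bp dsDNA with ATP and GTP substrates; cGAMP share of summed cGAMP plus half ATP and half GTP signals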
Target sequence (Q8C6L5 whole entry, looked up): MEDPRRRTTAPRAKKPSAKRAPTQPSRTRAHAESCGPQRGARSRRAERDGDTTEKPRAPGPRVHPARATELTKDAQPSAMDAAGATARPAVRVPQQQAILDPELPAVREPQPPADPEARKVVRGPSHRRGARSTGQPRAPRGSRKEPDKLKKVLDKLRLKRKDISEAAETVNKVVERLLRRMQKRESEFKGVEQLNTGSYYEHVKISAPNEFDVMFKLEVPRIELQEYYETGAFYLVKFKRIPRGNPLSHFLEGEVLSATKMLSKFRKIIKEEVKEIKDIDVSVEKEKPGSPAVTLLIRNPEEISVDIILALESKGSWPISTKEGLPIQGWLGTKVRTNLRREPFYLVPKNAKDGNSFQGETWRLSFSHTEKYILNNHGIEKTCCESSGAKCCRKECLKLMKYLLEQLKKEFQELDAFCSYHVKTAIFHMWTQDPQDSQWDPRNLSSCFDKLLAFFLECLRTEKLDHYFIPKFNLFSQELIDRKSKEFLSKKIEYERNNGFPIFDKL
An asterisk follows results filed as active; & = joins results of further samples. The list is partial (hit frequency here may not be typical).

SMILES	mcGAS RapidFire
Cc1c(-c2ccc(C(C)N3CCCCC3)cc2)c(=O)n(C)c(=O)n1C (centres undefined)	-24
Cc1cc(NC(=O)C(C)Oc2ccccc2C(F)(F)F)n(C)n1 (centres undefined)	4
O=C(CCc1nc2sc3c(c2c(=O)[nH]1)CCCC3)NC1CCCCCC1	5
COc1ccc(CNC(=O)CC(O)(c2nccn2C)C(F)(F)F)cc1 (centres undefined)	4
Cc1nn(-c2ccc(Cl)cc2)c(C)c1CNCCS(C)(=O)=O	-6
CNc1nc(C(=O)N2CCC3(CCCN(C)CC3)CC2)cs1	-53
O=C(CCc1ccccc1)Nc1cccc(NC(=O)c2cccc(=O)[nH]2)c1	-2
Nc1c(S(=O)(=O)c2ccccc2)c2nc3ccccc3nc2n1-c1cccc(S(N)(=O)=O)c1	-4
O=C(CSC1CCS(=O)(=O)C1)N1CCC(Nc2ccccc2Cl)CC1 (centres undefined)	-4
O=C(c1ccccc1)N1CCN(CC(O)COCc2ccc3c(c2)OCO3)CC1 (centres undefined)	-6
CCN(CCn1cccn1)C(=O)CC1C(=O)NCCN1Cc1cccs1 (centres undefined)	-5&-1
Cc1cc(N2CCCS2(=O)=O)ccc1C(=O)Nc1ccsc1	-12
Cc1ccc(N2C(=O)N(c3cccc(Br)c3)C3CS(=O)(=O)CC32)cc1 (centres undefined)	-1
COc1ccc(CNC(=O)CCC2CCCN(C(=O)c3ocnc3C)C2)c(OC)c1 (centres undefined)	-9
Cc1c(C(=O)NCC(F)(F)F)sc(=O)n1CC(=O)N(C)C	-3
O=C(Nc1ccccc1-c1cccnc1)C1CC1	-14
CCOC(=O)N1CCC(Nc2nc(-c3cccnc3)nc3c2CCNC3)CC1	9
CNCC#CCOc1c(C)ccc(C)c1C	0
CN(C(=O)CCc1nnc(C2(c3ccc(Cl)cc3)CCC2)o1)C1CCOC1 (centres undefined)	-7
COc1ccc2[nH]c(C(=O)N(C)Cc3cnccn3)c(C)c2c1	-22
CCOC(=O)CNC(=O)c1c(F)c(F)c(F)c(F)c1F	-7
Cn1ncnc1CS(=O)(=O)c1n[nH]c(CCC2CCCC2)n1	2
O=c1c2ccccc2nc(SCc2ccc(-n3cccn3)cc2)n1C1CC1	6
O=C(CCC1CCN(Cc2nc3ccccc3s2)CC1)NCC1CCCO1 (centres undefined)	-6&-3
CCn1nccc1NC(=O)C1c2ccccc2Oc2ccccc21	1
C=CCN(C(=O)Cc1cc(F)ccc1C)C1(C)CCS(=O)(=O)C1 (centres undefined)	-24
O=C(CSc1nc2c(cnn2CCO)c(=O)[nH]1)N1CCc2ccccc21	-24
O=C1NCC2(CCCN(C(=O)c3cnc(Nc4ccccc4)nc3)C2)O1 (centres undefined)	-6
c1ccc(-n2cc(CNCC3COc4ccccc4O3)cn2)cc1 (centres undefined)	-1
Nc1cc(=O)[nH]c(SCC(=O)NCCN2C(=O)CSC2=O)n1	-6
S=c1nc(CCc2nc(=S)[nH][nH]2)[nH][nH]1	-5
CCc1nc(SCC(=O)NCCc2ccccc2)c2oc3ccccc3c2n1	5
CCCn1ncc(CN2CCC(CO)(CC3CCCCO3)CC2)c1C (centres undefined)	-9
CC(C)(C)NC(=O)C1CSCN1C(=O)c1ccn(-c2ccccc2)n1 (centres undefined)	-26
Cc1ccc(C)c(S(=O)(=O)CCN2CCNC(=O)CC2)c1	-16
COCc1nc(N2CCCC(c3nc(C(C)C)no3)C2)c2cnn(C)c2n1 (centres undefined)	-15
COc1ccc2c(C)cc(Nc3cc(F)ccc3C)nc2c1	-6
Cc1cc(C)c(C)c(OCCC(=O)NCc2nnc3n2CCCC3)c1	-3
O=C(C1CCCCC1)N1CCN(Cc2cc3n(n2)CCCNC3)CC1	-7
CC1CN(C(=O)c2cc(-c3ccccc3)n[nH]2)CCO1 (centres undefined)	-5
CC1(C)CC(C(=O)N2CCc3c(c(C(=O)O)nn3CC3CC3)C2)CCO1 (centres undefined)	-14
CCOc1cn(C)c(C(=O)NCc2ccccc2)cc1=O	-3
Nc1ccnc(N2CCC(CO)(CCCc3ccccc3)CC2)n1	-8
Cc1ccc(-c2cnc(-n3cnnc3)c(C)c2)c(-n2cccn2)c1	-30
O=C(Nc1ncnc2c1CCC2)c1cc2ccccc2o1	-7
O=[N+]([O-])c1cccc(OCCn2cnc3ccccc32)c1	-2
CCCCc1c(C)nc2ccccc2c1SCCC(=O)O	2
c1ccc(NCCn2cnc(-c3ccccc3)c2C2CCOC2)cc1 (centres undefined)	-5
CN(Cc1ccc2cccc(O)c2n1)Cc1noc(C2CCC2)n1	4
O=C(O)COCCN1CCN(C(c2ccccc2)c2ccc(Cl)cc2)CC1 (centres undefined)	-14&-4&-1&7
COc1ccc(CC(=O)NN=C2CC(=O)CC(C)(C)C2)cc1	-1
CSc1ncc(CN2CCC(CCC(=O)Nc3ccc4c(c3)OCCO4)CC2)cn1	-13
CC(=O)Nc1ccc(C2=NOC(C)(C)C(=O)N2Cc2c(C)noc2C)cc1	-6
Cc1cc(NC(=O)C2=C(O)c3ccccc3S(=O)(=O)N2C)no1	-2
CCc1cccc2c(C(CC(=O)O)c3cccc4c3OCO4)c[nH]c12 (centres undefined)	-4
Cc1cccc(CN2CCCC(O)(CN3CCCC3)C2=O)c1 (centres undefined)	-1
Cc1cccnc1CN1CCN(CC(C)(C)CN2CCOCC2)CC1	-33
Cc1ccc(-c2noc(Cn3c(=O)cnc4ccccc43)n2)cc1	6
Cc1cc(CN2CCCC2)cc(Oc2nc(C)cnc2C)c1	-7
CN1CC2(CCCN(Cc3nc4ccccc4s3)C2)OC1=O (centres undefined)	-25
Further compounds
SMILES	mcGAS RapidFire
Cc1ccc(Br)cc1NCN1C(=O)c2ccccc2C1=O	1
CC(C)c1cc(=O)n2c(n1)SCC2CC(=O)Nc1ccccc1-c1ccccc1 (centres undefined)	-4
CCOC(=O)C1(C)CCN1C(=O)c1cc(OC)ccc1Br (centres undefined)	-2
N#C/C(=C\Nc1cccc(Cl)c1)C(=O)NC(=O)c1ccccc1	-4
CN1CCN(C)C2(CCN(C(=O)c3nn(C)c4ccccc34)CC2)C1	-34
Cc1ccccc1C(c1ncccc1C)N(C)C(=O)C1CCN(CCc2ccc(F)cc2)CC1 (centres undefined)	1
CCn1ccnc1CN1CCCC(N(C)CCc2ccccc2)C1 (centres undefined)	8
Cc1occc1C(=O)N1CCC(n2nccc2NC(=O)c2cccc(F)c2)CC1	-8
CC(c1ccccn1)N(C)Cc1nc2ccccc2n1C(C)C (centres undefined)	-15
CCOCCn1c(=O)c2c(nc3n2CCN3c2ccc(C)c(Cl)c2)n(C)c1=O	-6
Cc1c(CCC#N)c(=O)n2c([nH]c3ccccc32)c1C#N	-11
C#CCNC(=O)CN(C)Cc1ccc(F)cc1F	-8
CC(C(=O)NC1CCCCC1)S(=O)Cc1cccc(F)c1 (centres undefined)	-14
N#CCCN(CCC#N)C(=O)COC(=O)C1CCN(c2cccc(OC(F)(F)F)c2)C1=O (centres undefined)	-20
CN1CCc2ccccc2C2(CCC(=O)CC2)C1=O	-3
COc1cccc(CC(=O)N2CCC(c3cc(C(C)C)n[nH]3)CC2)c1	-19
O=C(c1ccc(N2CCCCC2=O)cc1)N1CCN(S(=O)(=O)c2cccc([N+](=O)[O-])c2)CC1	-5
COCCN=c1scc(-c2ccc(Br)cc2)n1N=Cc1ccc2c(c1)OCCO2	-41
CO[C@H]1CNCC1NC(=O)c1scnc1C (some centres undefined)	1
CC(=NNC(=O)Cn1nc(C)cc1C)c1ccc(Br)s1	-1
Cc1ccn2c(CCNC(=O)c3cc(C)oc3C)cnc2c1	-4
CC(=O)N[C@@H]1C[C@H](CC(C)C)O[C@H](c2cn[nH]c2C2CCCCC2)C1	-24
O=C(c1cc2c(s1)CCCCC2)N1CCS(=O)(=O)c2ccccc21	-3
COc1ccc(C)c2c1N(C(=O)c1cccc(NC(C)=O)c1)CCC2	-7&-2
Cc1cccnc1C(NC(=O)Nc1ccc2ccn(C)c2c1)C(C)C (centres undefined)	-3
CC1=C(C(=O)N(C)Cc2csc(C(C)C)n2)C(c2cccnc2)NC(=O)N1 (centres undefined)	-5
O=C(CCC1CCCN(C2CCSCC2)C1)Nc1ccccc1F (centres undefined)	-8
O=C(Nc1cccnc1N1CCCC1)C1CCCN(C(=O)C2CC2)C1 (centres undefined)	-5
Cc1ccc(C(=O)C2CCN(Cc3cc(C#N)ccc3F)CC2)c(C)c1	-4
CN(CCN(C)S(=O)(=O)c1c(Cl)cccc1Cl)C1CCCCC1	-5
CC(C)NC(=O)CNC(=O)CSc1nc2ccccc2s1	-5
COc1ccccc1N1CCN(CCCCNC(=O)c2ccc3ccccc3c2)CC1	16
COc1ccc(C)cc1C(C)Nc1cc(C)nc2ncnn12 (centres undefined)	4
N#CCCSc1nnc(Cc2ccccc2)n1-c1ccccc1	2
CC1=C(C(=O)OCC(C)C)C(c2ccsc2)C2=C(CCCC2=O)N1 (centres undefined)	-16
O=C(Nc1ccc2c(c1)CCO2)C1=NN(Cc2ccccc2)C(=O)CC1	-7
O=C1CCC(C(=O)N2CCN(C3CCCCC3)C(=O)C2)CN1CCc1ccccn1 (centres undefined)	-1
Cc1cc2nc(C(=O)N3CCC(O)(CN(C)C)C3)cc(C)n2n1 (centres undefined)	-26
O=C1CCCC2=Nc3ncnn3C(c3cccs3)C12 (centres undefined)	-4
COc1ccc(Nc2nc3cc(Cl)ccc3o2)cc1Cl	-4
Cc1cccc(-c2cn[nH]c2C2CCN(C(=O)c3noc(C)c3CO)CC2)c1	-11
COc1ccc(-c2noc(CN(C)Cc3nc4ccc(F)cc4[nH]3)n2)cc1	-6
O=C(NC1CCOC2(CCCCC2)C1)C1(c2cccc(F)c2)CC1 (centres undefined)	-26
Cc1cc(C(=O)C(C)Sc2nnc(C3CC3)n2C2CC2)c(C)n1Cc1ccco1 (centres undefined)	-11
CCc1ccccc1NC(=O)CCNc1ncnc2c1CCNC2	-21
CC1CCc2nc(N)sc2C1 (centres undefined)	-1
CC(C(=O)NC1CCCCC1)N1CCN(S(=O)(=O)c2ccc(Br)cc2)CC1 (centres undefined)	-5
N#CC(NC(=O)c1[nH]ncc1Br)c1cccc(Cl)c1 (centres undefined)	-17
CCCC(NC(=O)C1CCC(=O)N1)c1ccc(Cl)c(Cl)c1 (centres undefined)	-2
CC(CN1CCOCC1)NC(=O)c1ccc(OCC(=O)C2CC2)cc1 (centres undefined)	-10
CC1CC(C)CN(C(=O)C(C)NC(c2ccccc2)c2ccccc2)C1 (centres undefined)	-14
O=C([C@H]1CCCN1)N1CCc2[nH]nc(C(c3ccccc3)c3ccccc3)c2C1	-11
CC(C)(C(=O)NCCSCc1ccccc1C#N)c1ccccc1	1
Cn1cc(N2CCCC(Sc3cn[nH]n3)C2=O)cn1 (centres undefined)	-2
Brc1ccc(OCc2cn3ccccc3n2)cc1	2
O=C1CC(C(=O)N2CC(c3ccncc3)C2)CN1Cc1cccnc1 (centres undefined)	-2
CCCCOc1ccc(S(=O)(=O)NC(=O)C2(C)CCN2C(=O)Cc2cc(F)ccc2F)cc1 (centres undefined)	-8
CC(C)c1nc(CN(C)C(=O)c2sccc2Cl)cs1	-16
OCCC1CN(Cc2ccc3c(c2)OCCO3)CCN1Cc1ccsc1 (centres undefined)	-1
O=C(COc1ccccc1)OCc1cc(-c2ccc(F)cc2F)on1	-4
Continued:
SMILES	mcGAS RapidFire
Cn1cnc([N+](=O)[O-])c1Sc1ccc(Cl)cc1	28
COc1ccc(-c2nn(-c3ccc(C)cc3)c(OC(C)=O)c2-c2ccc(N)cc2)cc1OC	-1
C=C(CC(=O)OC)C(=O)N[C@@H](C)[C@H](O)c1ccccc1	2
O=C(C1CCCC1)N1CCCC(OCc2cc(F)ccc2F)C1 (centres undefined)	0
CCCCNC(=O)Cn1nc(C(F)(F)F)cc1C	-5
Cc1ccccc1Cn1c(N2CCN(Cc3ccccc3F)CC2)nc2c1c(=O)[nH]c(=O)n2C	-2
O=[N+]([O-])c1ccc(NC(c2ccccn2)c2c[nH]c3ccccc23)cc1 (centres undefined)	-4
Cc1cc(C)c(S(=O)(=O)Nc2cc(F)cc(F)c2)c(C)c1	-7
CCCN(C)C(=O)NC(C)COCC(C)C (centres undefined)	-27
O=C(CCc1cc(=O)[nH]o1)N1CC[C@@H](c2ccc3ccccc3c2)[C@H](O)C1	-31
c1ccc(N2CCCC2)c(CNc2nc3ccccc3o2)c1	-23

An excerpt from further up:
SMILES	mcGAS RapidFire
CC(CN1CCOCC1)NC(=O)c1ccc(OCC(=O)C2CC2)cc1 (centres undefined)	-10
CC1CC(C)CN(C(=O)C(C)NC(c2ccccc2)c2ccccc2)C1 (centres undefined)	-14
O=C([C@H]1CCCN1)N1CCc2[nH]nc(C(c3ccccc3)c3ccccc3)c2C1	-11
CC(C)(C(=O)NCCSCc1ccccc1C#N)c1ccccc1	1
Cn1cc(N2CCCC(Sc3cn[nH]n3)C2=O)cn1 (centres undefined)	-2
Brc1ccc(OCc2cn3ccccc3n2)cc1	2
O=C1CC(C(=O)N2CC(c3ccncc3)C2)CN1Cc1cccnc1 (centres undefined)	-2
CCCCOc1ccc(S(=O)(=O)NC(=O)C2(C)CCN2C(=O)Cc2cc(F)ccc2F)cc1 (centres undefined)	-8
CC(C)c1nc(CN(C)C(=O)c2sccc2Cl)cs1	-16
OCCC1CN(Cc2ccc3c(c2)OCCO3)CCN1Cc1ccsc1 (centres undefined)	-1
O=C(COc1ccccc1)OCc1cc(-c2ccc(F)cc2F)on1	-4
Cn1cnc([N+](=O)[O-])c1Sc1ccc(Cl)cc1	28
COc1ccc(-c2nn(-c3ccc(C)cc3)c(OC(C)=O)c2-c2ccc(N)cc2)cc1OC	-1
C=C(CC(=O)OC)C(=O)N[C@@H](C)[C@H](O)c1ccccc1	2
O=C(C1CCCC1)N1CCCC(OCc2cc(F)ccc2F)C1 (centres undefined)	0
CCCCNC(=O)Cn1nc(C(F)(F)F)cc1C	-5
Cc1ccccc1Cn1c(N2CCN(Cc3ccccc3F)CC2)nc2c1c(=O)[nH]c(=O)n2C	-2
O=[N+]([O-])c1ccc(NC(c2ccccn2)c2c[nH]c3ccccc23)cc1 (centres undefined)	-4
Cc1cc(C)c(S(=O)(=O)Nc2cc(F)cc(F)c2)c(C)c1	-7
CCCN(C)C(=O)NC(C)COCC(C)C (centres undefined)	-27
